UHRF1 binding: human UHRF1 methylated DNA binding inhibitors | Q96T88 | UHRF1 binding to methylated oligo, TR-FRET | inhibition, % at 4.4 µM | 370,000 compounds, 0.75% hits | AID 687016; in the data active means inhibition above about 21%;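 further: UHRF1 SRA domain binding a hemimethylated CpG hairpin DNA probe; 0% = median of test compound wells and 100% = reference inhibitor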
Target sequence (Q96T88 whole entry, looked up, the tested form may be a part): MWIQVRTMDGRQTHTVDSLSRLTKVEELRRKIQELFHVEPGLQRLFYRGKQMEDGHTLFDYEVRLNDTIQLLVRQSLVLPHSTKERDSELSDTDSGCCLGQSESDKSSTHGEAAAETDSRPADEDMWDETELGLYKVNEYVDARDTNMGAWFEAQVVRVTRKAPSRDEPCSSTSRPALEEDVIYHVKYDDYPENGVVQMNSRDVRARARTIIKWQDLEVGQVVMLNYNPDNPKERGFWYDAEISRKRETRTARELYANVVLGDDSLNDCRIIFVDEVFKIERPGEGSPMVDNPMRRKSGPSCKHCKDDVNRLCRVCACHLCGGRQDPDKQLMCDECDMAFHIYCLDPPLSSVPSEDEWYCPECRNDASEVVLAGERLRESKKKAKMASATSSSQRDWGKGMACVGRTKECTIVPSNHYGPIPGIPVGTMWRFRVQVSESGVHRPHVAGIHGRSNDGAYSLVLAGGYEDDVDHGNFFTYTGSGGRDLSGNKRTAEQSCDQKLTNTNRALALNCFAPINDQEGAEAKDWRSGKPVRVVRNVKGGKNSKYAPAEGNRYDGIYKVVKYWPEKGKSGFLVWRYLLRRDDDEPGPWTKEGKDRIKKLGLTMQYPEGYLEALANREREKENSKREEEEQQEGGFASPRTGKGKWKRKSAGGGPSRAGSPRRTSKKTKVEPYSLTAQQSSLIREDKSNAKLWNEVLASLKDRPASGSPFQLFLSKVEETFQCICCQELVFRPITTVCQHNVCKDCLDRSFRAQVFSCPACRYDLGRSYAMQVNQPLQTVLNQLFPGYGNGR
PLCg1 inh: blocks human PLC-gamma1 enzyme activity; P19174; purified PLC-gamma1, fluorogenic substrate, fluorescence; inhibition, % at 12.2 µM; 370,000 compounds, 0.84% hits; AID 720700; in the data active means inhibition above about 9.5%
ARFGAP1 inhibitor: rat ARFGAP1 inhibition; inhibition, % at 16.5 µM; Arfgap1-stimulated ARF1 GTP hydrolysis, GDP FP detection; Q62848; AID 651572; 360,000 compounds, 0.26% hits;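 active means inhibition above a per-plate limit, mean inhibition of low control wells plus 3 SD, cut at about 25% in these data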;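 further: 0% = DMSO wells with enzyme and 100% = wells lacking Arfgap1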
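Repeats: one replicate per compound; assay system: rat Arfgap1 catalytic domain, aa 1-136; times: enzyme reaction 120 min at 25 °C after 20 min preincubation; detection: FP of antibody-bound GDP Alexa 633 tracer, ex 620/em 688 nm; benchmarks: high control wells lacking Arfgap1, low control full reaction with DMSO; reagent: human ARF1(Δ1-17)-GTP substrate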
MBD2 inh: inhibitors of human MBD2 binding to methylated oligonucleotide; Q9UBB5; TR-FRET; inhibition, % at 4.4 µM; 370,000 compounds, 0.31% hits; in the data active means inhibition above about 13%
ASAP1 GAP inh: blocks human ASAP1-stimulated Arf1 GTP hydrolysis. 360,000 compounds, 0.19% hits. GDP FP detection. inhibition, % at 16.5 µM. AID 624377. Q9ULH1; in the data active means inhibition above about 25%;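 further: 0% = vehicle with enzyme and substrate and 100% = no enzyme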
ADAM17 inh: inhibitors of human ADAM17; recombinant ADAM17, EDANS/DABCYL FRET peptide cleavage; inhibition, % at 6.95 µM; 370,000 compounds, 0.83% hits; AID 720648;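 active means inhibition above the mean of compounds lying between control limits plus 3 SD, set per campaign, cut at about 8.5% in these data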;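 further: 0% = DMSO-only wells as the low control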
proKLK7 act: activators of human kallikrein-7 zymogen. P49862. purified proKLK7, EDANS-DABCYL substrate fluorescence; 100% is mature enzyme control, 0% vehicle. activation, % at 7 µM. 370,000 compounds, 0.9% hits. AID 652039;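 active means activation above the mean of all tested compounds plus 3 SD, computed per campaign excluding outliers beyond control limits, cut at about 13% in these data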
Target sequence (P49862 whole entry, looked up): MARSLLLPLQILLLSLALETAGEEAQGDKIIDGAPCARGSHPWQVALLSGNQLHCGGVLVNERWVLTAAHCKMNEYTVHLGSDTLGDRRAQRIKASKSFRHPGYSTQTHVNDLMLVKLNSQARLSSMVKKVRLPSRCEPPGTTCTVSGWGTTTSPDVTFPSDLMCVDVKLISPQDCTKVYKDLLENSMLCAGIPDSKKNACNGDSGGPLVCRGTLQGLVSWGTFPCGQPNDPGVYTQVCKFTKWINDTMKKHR
Tn7 DDE FP: disrupts Tn7 cyclic peptide binding to fibrin D-Dimer-E complex | P02675 | FP displacement of FITC-Tn7 peptide from fibrin DD(E); 0% = median of compound wells per plate | inhibition, % at 8.3 µM | 370,000 compounds, 0.13% hits | AID 720508;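 active means inhibition above the mean of compounds falling within the control limits plus 3 SD of them, cut at about 14% in these data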;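 further: 0% = plate median of compound wells and 100% = 10 µM Aha-Tn7 peptide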
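Assay system: Human clot-derived fibrin DD(E) complex | Buffer or medium: Tris/NaCl/CaCl2 buffer, pH 7.8 | Repeats: One replicate per compound | Benchmarks: Aha-Tn7 high control | Measure: % inhibition scaled between sample-field median and high-control FP | Schedule: 10 min plus 3 h, room temperature | Signal: Fluorescence polarization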
PLCb3 inh: inhibitors of human phospholipase C beta3; Q01970; Purified PLC-beta3, fluorogenic substrate, fluorescence; inhibition, % at 12.2 µM; 370,000 compounds, 0.18% hits; AID 720704; in the data active means inhibition above about 11%;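 further: 0% = median of compound wells on plate and 100% = full blocker control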
DDE Tn6 FP inh: inhibitors of Tn6 peptide binding to human fibrin DD(E). Fibrin DD(E) TRITC-Tn6 fluorescence polarization displacement. inhibition, % at 8.3 µM. 370,000 compounds, 0.21% hits;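 active means inhibition above a per-campaign cutoff: mean of compounds within control limits plus 3 SD, cut at about 15% in these data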;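 further: 0% = median of all compound wells on the plate and 100% = blocking peptide control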
* hit, by the source's call; . = no result given.

no.	UHRF1 binding	PLCg1 inh	ARFGAP1 inhibitor	MBD2 inh	ASAP1 GAP inh	ADAM17 inh	proKLK7 act	Tn7 DDE FP	PLCb3 inh	DDE Tn6 FP inh	molecule
1	-3	1	4	-7	-4	-2	0.1	0	3	3	O=C1NCCC/C1=N/Nc1ccc(F)cc1
2	4	3	-6	2	13	4	-0.6	2	2	-2	CC(C)(C)CC(C)(C)NC1=CC(=O)OC12CCCCC2
3	0	3	2	0	9	-1	0.0	1	-9	-6	COc1cccc(NC(=O)CCNC(=O)C2CCN(S(=O)(=O)c3ccc(F)cc3)CC2)c1
4	-1	-2	2	-2	2	1	0.3	-4	1	-5	CC(O)(c1cccc(F)c1)c1nc(-c2ccc(S(C)(=O)=O)cc2)cs1 (stereo unspecified)
5	-2	-1	-2	-5	1	-5	0.5	-7	3	-2	O=C(c1ccccc1)N(Cc1ccco1)C1CCS(=O)(=O)C1 (stereo unspecified)
6	6	6	13	3	7	-1	-0.8	-4	2	-3	CCOc1ccc(S(=O)(=O)N2CCOCC2)cc1[N+](=O)[O-]
7	-3	0	8	2	-2	-2	0.5	1	-7	2	O=C(Cn1ccc(C(F)(F)F)n1)N=Nc1c(O)[nH]c2ccc(Br)cc12
8	9	1	-1	-2	-7	0	-0.7	5	-4	8	Cc1cccc(Nc2nnc(SCC(=O)c3c(N)n(C4CC4)c(=O)[nH]c3=O)s2)c1
9	2	2	-2	-4	-6	-2	0.5	1	1	-3	O=S(=O)(NCc1cccnc1)c1cccc2nsnc12
10	-1	-4	-1	0	4	-2	-0.1	-5	-5	2	CCOc1ccccc1C(=O)NCc1ccco1
11	0	-5	16	-1	11	-1	-20	-8	-7	-2	O=C(Nc1cccc(NC(=O)c2sc3ccccc3c2Cl)c1)c1ccco1
12	-3	2	-9	1	0	-2	1.0	-10	5	4	CCOC(=O)c1c(C)c(C(=O)NCC2CCCO2)c(C)n1C (stereo unspecified)
13	3	-1	7	4	-8	-7	0.1	6	-5	-1	COc1ccc(S(=O)(=O)N2CCN(C)CC2)cc1C(=O)N1CCCCC1
14	2	2	8	-2	16	1	0.1	-4	3	-7	COc1ccc(NC(=O)c2ccc(S(=O)(=O)N(C)C)cc2)cc1OC
15	0	6	-1	3	14	-1	-0.2	-5	-1	-7	Clc1ccc(CN2C3=NCCN3c3ccccc32)cc1
16	1	0	3	1	-5	-3	-0.1	2	1	-1	Cc1ccc(C)c(NC(NC(=O)c2cccnc2)C(Cl)(Cl)Cl)c1 (stereo unspecified)
17	-1	0	-2	-4	6	-3	0.3	1	-1	-10	Cc1cc(C)c(NC(=S)N(CCN2CCCCC2)Cc2ccco2)c(C)c1
18	4	-2	-5	2	1	2	0.8	-2	-8	4	O=C(NCC1CCCO1)c1nn2c(C(F)(F)F)cc(-c3ccco3)nc2c1Cl (stereo unspecified)
19	-3	-16	15	-5	-5	-3	0.3	1	-19	-4	COc1ccc(NS(=O)(=O)c2cc(NC(=O)/C=C/c3cc(OC)ccc3OC)ccc2N2CCCCC2)cc1
20	1	-2	-3	2	-4	0	-0.2	-2	3	5	COC(=O)c1ccc(NC(=O)C2CCCN(S(C)(=O)=O)C2)cc1 (stereo unspecified)
21	0	2	-1	-1	6	-1	0.3	7	-4	4	CC1CCCCN1C(=O)COC(=O)CNC(=O)c1ccc(Cl)cc1Cl (stereo unspecified)
22	-1	-35	11	-3	2	-160	0.3	4	-53	1	CCN(CC)CCN(Cc1cc2cc3c(cc2[nH]c1=O)OCO3)C(=S)NCc1ccco1
23	2	2	4	2	-7	2	0.2	-5	8	-2	CCCCCCCNC(=O)C1CC(=O)N(C)C(=Nc2ccc(OC)cc2)S1 (stereo unspecified)
24	-1	-4	5	3	-3	-3	0.2	-1	-3	3	CN1CCN(c2ccc(S(=O)(=O)N3CCCCC3)cc2NC(=O)c2ccc(F)cc2F)CC1
25	0	0	7	-1	11	0	-0.8	7	-1	-5	COC(=O)C(C(=O)OC)c1ccccc1NC(=O)OCc1ccccc1
26	11	-4	-5	-3	-12	-3	0.2	6	-2	4	CCN1CCN(C(=O)c2cn(CC)c3ccc(S(=O)(=O)N(C)C)cc3c2=O)CC1
27	0	1	7	-4	5	3	0.3	10	-3	2	CCCCC(O)(c1ccc(F)cc1)C(CN1CCOCC1)c1ccc(Cl)cc1 (stereo unspecified)
28	1	-1	-14	7	-13	4	0.6	-3	-3	-1	O=C(CSc1ncnc2nc[nH]c12)c1ccc(Cl)cc1
29	-2	-2	-11	-3	4	-3	-0.1	-5	-2	1	O=C(CN1CCN(c2ccccc2F)CC1)c1c[nH]c2ccccc12
30	0	1	0	-2	4	-3	0.1	0	-6	-1	CCc1ccc(OCC(=O)NNC(=O)c2nn(CC)c(=O)c3ccccc23)cc1

Reformatted: entries from further up
#	Molecule	UHRF1 binding	PLCg1 inh	ARFGAP1 inhibitor	MBD2 inh	ASAP1 GAP inh	ADAM17 inh	proKLK7 act	Tn7 DDE FP	PLCb3 inh	DDE Tn6 FP inh
30	CCc1ccc(OCC(=O)NNC(=O)c2nn(CC)c(=O)c3ccccc23)cc1	0	1	0	-2	4	-3	0.1	0	-6	-1
15	Clc1ccc(CN2C3=NCCN3c3ccccc32)cc1	0	6	-1	3	14	-1	-0.2	-5	-1	-7
21	CC1CCCCN1C(=O)COC(=O)CNC(=O)c1ccc(Cl)cc1Cl (stereo unspecified)	0	2	-1	-1	6	-1	0.3	7	-4	4
12	CCOC(=O)c1c(C)c(C(=O)NCC2CCCO2)c(C)n1C (stereo unspecified)	-3	2	-9	1	0	-2	1.0	-10	5	4
5	O=C(c1ccccc1)N(Cc1ccco1)C1CCS(=O)(=O)C1 (stereo unspecified)	-2	-1	-2	-5	1	-5	0.5	-7	3	-2
6	CCOc1ccc(S(=O)(=O)N2CCOCC2)cc1[N+](=O)[O-]	6	6	13	3	7	-1	-0.8	-4	2	-3
3	COc1cccc(NC(=O)CCNC(=O)C2CCN(S(=O)(=O)c3ccc(F)cc3)CC2)c1	0	3	2	0	9	-1	0.0	1	-9	-6

Going on with the list:
no.	UHRF1 binding	PLCg1 inh	ARFGAP1 inhibitor	MBD2 inh	ASAP1 GAP inh	ADAM17 inh	proKLK7 act	Tn7 DDE FP	PLCb3 inh	DDE Tn6 FP inh	molecule
31	2	-73	2	5	1	-114	-40	4	-87	10	C=CCSc1nc(N)c(C(=O)Nc2ccccc2OC)cc1C(=O)Nc1ccccc1
32	2	2	1	-2	3	-2	0.2	-5	-4	-5	O=C(COC(=O)CNC(=O)c1ccc2c(c1)OCO2)Nc1ncc(Cl)cc1Cl
33	-4	1	2	3	-4	1	-0.5	3	3	-1	O=C(NCc1ccccn1)C1CCN(S(=O)(=O)c2cc(Cl)ccc2Cl)CC1
34	4	-2	5	4	0	0	0.0	-3	2	1	N#Cc1ccccc1NC(=O)CNc1ccc(Cl)c(C(F)(F)F)c1
35	-1	-58	3	-4	1	-2	0.1	3	-2	2	Cc1cccc(C)c1OCCNC(=O)OCc1ccccc1
36	3	8	-11	-3	14	8	-0.9	4	10	5	CCCc1ncc(C(=O)c2ccc(OC)cc2)n1C
37	-15	-181	-2	-6	-7	-349	24*	2	-297	-1	N=c1c(C(=O)NCCN2CCOCC2)cc2c(=O)n3ccccc3nc2n1CCc1ccccc1
38	-1	-1	-9	2	-11	-163	0.4	0	-10	4	CSc1cc(CS(=O)(=O)c2ccccc2)nc(-c2ccccc2)n1
39	-5	7	1	-6	8	1	-0.3	-8	3	12	O=c1[nH]nc(Cc2ccc(-c3ccccc3Cl)o2)c2ccccc12
40	3	-15	-6	3	1	-23	0.6	0	-13	1	C=CCS/C(=N\n1cnc2ccccc2c1=O)N1CCCCC1
41	0	1	7	-6	2	0	0.1	-7	-1	-10	CCOC(=O)c1c(NC(NC(C)=O)C(Cl)(Cl)Cl)sc(C(C)=O)c1C (stereo unspecified)
42	5	-1	.	-3	.	-3	0.4	2	3	-3	COC(=O)[C@H]1C[C@@]2(C)c3ccccc3N(S(=O)(=O)c3ccccc3)[C@H]2N1
43	4	1	-4	4	-5	-6	0.7	-2	0	-1	COc1ccc(S(=O)(=O)N(CC(=O)NCCC(C)C)c2ccccc2)cc1OC
44	-4	0	-1	6	3	-4	-0.4	7	-9	-5	COCCCN1C(=O)C(=O)/C(=C(/O)c2ccc(S(=O)(=O)N3CCOCC3)cc2)C1c1ccc(C)cc1 (stereo unspecified)
45	-3	-26	-9	-5	-1	-7	1.3	-12	-37	-1	CC(C)(C)OC(=O)N1CC=C2C(C#N)=C(N)C(C#N)(C#N)C(c3cccs3)C2C1 (stereo unspecified)
46	2	3	9	6	19	-2	-0.7	-5	-1	-2	Cc1cccc(Cn2cnc3ccccc32)c1
47	-1	-4	0	-6	-2	-3	0.7	-2	-2	7	C[C@@H]1CN([C@@H](C)CO)C(=O)c2c(c3ccccc3n2C)-c2ccccc2CO[C@H]1CN(C)C(=O)C1CC1
48	-2	-1	14	-7	18	1	0.3	-1	-1	13	CC(/C=N\NC(=O)CN1CCN(Cc2ccccc2)CC1)=C\c1ccco1
49	-2	1	-1	2	-4	0	-0.6	0	-3	7	Cc1[nH]c2ccccc2c1C(=O)COC(=O)C1CCC1
50	-1	1	11	0	2	5	0.2	-7	-2	0	CC(C)c1ccccc1NC(=S)NN(Cc1ccccc1)c1ccccc1
51	-2	0	-4	4	-12	-4	0.8	5	-7	-1	COC(=O)CCC(=O)N(CCN(Cc1ccccc1)C(=O)CCC(=O)OC)Cc1ccccc1
52	-3	1	5	-4	-10	-4	-0.2	1	0	2	CC(C)Cc1cc(C(=O)NCCCN2CCOCC2)no1
53	2	-1	12	4	3	-3	-1.1	-4	2	6	O=C(C1CCCN(Cc2ccc3c(c2)OCO3)C1)N1CCCC1 (stereo unspecified)
54	5	-3	-9	6	6	-2	0.1	-1	-7	-6	CC1CCC(NC(=O)CSc2nnc(-c3cccnc3)o2)CC1 (stereo unspecified)
55	2	8	-2	-5	13	1	0.0	2	7	0	O=C1CSC(c2cccc(F)c2)N1c1c(F)cccc1F (stereo unspecified)
56	1	1	1	-4	-3	-5	-0.1	5	-7	5	CC(C(=O)O)n1c(-c2ccn[nH]2)n[nH]c1=S (stereo unspecified)
57	2	1	-1	1	-9	-1	-0.1	-7	-2	-1	CC(=O)Nc1ccc(NC(=O)Cn2cc3c(n2)CCC(C)C3)cc1 (stereo unspecified)
58	5	7	5	9	9	-2	-0.5	7	7	-5	O=C(COC(=O)/C=C/c1ccc(Cl)cc1)Nc1ccc2c(c1)OCCO2
59	-1	-32	-13	-4	2	-9	0.2	0	-40	-2	N#C/C(=C/c1ccc(N2CCCC2)c([N+](=O)[O-])c1)c1nc2ccccc2[nH]1
60	-1	1	6	-1	6	-1	-0.8	-4	-4	0	CC(=O)N1CCc2cc(S(=O)(=O)NCCC(=O)NC3CCCCCC3)ccc21
61	7	4	20	5	19	-5	0.0	-3	-9	-3	COc1ccc(CCNC(=O)COC(=O)Cn2cnc3ccccc32)cc1OC
62	-1	-2	-1	0	-2	-3	0.6	1	-3	0	Cc1nn(C)c(C)c1CNC(=O)c1cc2n(n1)C(C(F)(F)F)CC(c1cccs1)N2 (stereo unspecified)

Bioassay records as filed in PubChem.
